LMPTP block = LMPTP (human) inhibition. P24666. recombinant LMPTP-A, OMFP fluorogenic substrate, fluorescence intensity. inhibition, % at 20 µM. 360,000 compounds, 0.22% hits. AID 651560;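 active means compounds that cut the enzyme signal by at least half of the control window in the single-dose screen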;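 further: plate controls were DMSO wells with enzyme plus substrate for no effect and substrate without enzyme for full effect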
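Test system – LMPTP-A phosphatase enzyme · Quantity – 0.625 nM LMPTP-A final · Reagent – OMFP substrate, 400 µM final · Dosing – one test concentration per compound, 20 µM, with 3% DMSO overall · Timing – 50 min enzyme reaction at room temperature, protected from light · Detection – fluorescence intensity · Controls – substrate-only low control, DMSO enzyme-plus-substrate high control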
Rpn11 block = inhibitors of human proteasome Rpn11 | O00487 | human 26S proteasome, Ub4-pepOG fluorescence polarization; 20S core pre-blocked with epoxomicin | calls only at 20 µM | 360,000 compounds, 0.59% hits;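 active means inhibition at 20 µM, scaled to each plate's controls, above about 33%, limit read from the data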
MT1-MMP act inh = blocks activation of human MT1-MMP; AID 651647; 360,000 compounds, 0.061% hits; P50281; HT1080 RFP-PRO-GFP cells, GFP/RFP ratio fluorescence, overnight; percent of plate control window, DMSO zero; GFP/RFP ratio change, % at 20 µM;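 active means GFP/RFP ratio change of at least 30% with cell ATP level not reduced by more than half and red fluorescence within 50% of control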; further: strong numbers were not always called active
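system = RFP-PRO-GFP reporter HT1080 cells | dosing = 20 µM single dose, 1% DMSO | timing = overnight cell settling, then overnight compound exposure, 37 °C, 5% CO2 | read-out basis = GFP/RFP fluorescence ratio | controls = DMSO and RFP-L50D-GFP cell wells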
DNMT1 inh = blocks human DNA methyltransferase DNMT1. 360,000 compounds, 0.83% hits. P26358. inhibition (reported as % activation of signal), % at 10 µM. DNMT1 molecular beacon, Hinp1I cleavage, fluorescence. AID 588458; in the data active means inhibition above about 50%
NadD inh = NadD (S. aureus) enzyme inhibition; 360,000 compounds, 0.78% hits; purified NadD enzyme, colorimetric absorbance read-out; inhibition, % at 20 µM; AID 602399; in the data active means inhibition above about 26%; further: some compounds past the cut are filed as inactive
SUMO1 PPI mod = SUMO1-SIM interaction modulation; P63165; SUMO1 binding to a labelled peptide, TR-FRET, 1 h; inhibition, % at 20 µM; 360,000 compounds, 0.33% hits; in the data active means inhibition above about 37%
Target sequence (P63165 whole entry, looked up): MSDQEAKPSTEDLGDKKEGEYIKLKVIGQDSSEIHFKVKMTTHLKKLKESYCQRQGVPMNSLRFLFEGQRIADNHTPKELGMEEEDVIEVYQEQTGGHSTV
SKN-1 block = blocks SKN-1 activity in C. elegans; C. elegans VP596 Pgst-4::GFP/RFP ratio, acrylamide-induced, 24 h; inhibition, % at 21.8 µM; 360,000 compounds, 0.49% hits;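 active means interference check ratio from 0.5 to 1.5 plus GFP to RFP signal ratio inhibition reaching or exceeding a fixed threshold, cut at about 30% in these data, passing the limit was not always enough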; further: some compounds called inactive have numbers as strong as hits
NRP1-CendR mod = NRP-1/CendR interaction modulation. O14786. FAM-RPARPAR peptide binding to NRP-1, fluorescence polarization. inhibition, % at 25 µM. 360,000 compounds, 0.85% hits. AID 602438;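 active means inhibition or corrected inhibition above about 18%, plus a signal ratio from 0.5 to 1.5, limit read from the data, passing the limit was not always enough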; further: strong numbers were not always called active
Target sequence (O14786 whole entry, looked up): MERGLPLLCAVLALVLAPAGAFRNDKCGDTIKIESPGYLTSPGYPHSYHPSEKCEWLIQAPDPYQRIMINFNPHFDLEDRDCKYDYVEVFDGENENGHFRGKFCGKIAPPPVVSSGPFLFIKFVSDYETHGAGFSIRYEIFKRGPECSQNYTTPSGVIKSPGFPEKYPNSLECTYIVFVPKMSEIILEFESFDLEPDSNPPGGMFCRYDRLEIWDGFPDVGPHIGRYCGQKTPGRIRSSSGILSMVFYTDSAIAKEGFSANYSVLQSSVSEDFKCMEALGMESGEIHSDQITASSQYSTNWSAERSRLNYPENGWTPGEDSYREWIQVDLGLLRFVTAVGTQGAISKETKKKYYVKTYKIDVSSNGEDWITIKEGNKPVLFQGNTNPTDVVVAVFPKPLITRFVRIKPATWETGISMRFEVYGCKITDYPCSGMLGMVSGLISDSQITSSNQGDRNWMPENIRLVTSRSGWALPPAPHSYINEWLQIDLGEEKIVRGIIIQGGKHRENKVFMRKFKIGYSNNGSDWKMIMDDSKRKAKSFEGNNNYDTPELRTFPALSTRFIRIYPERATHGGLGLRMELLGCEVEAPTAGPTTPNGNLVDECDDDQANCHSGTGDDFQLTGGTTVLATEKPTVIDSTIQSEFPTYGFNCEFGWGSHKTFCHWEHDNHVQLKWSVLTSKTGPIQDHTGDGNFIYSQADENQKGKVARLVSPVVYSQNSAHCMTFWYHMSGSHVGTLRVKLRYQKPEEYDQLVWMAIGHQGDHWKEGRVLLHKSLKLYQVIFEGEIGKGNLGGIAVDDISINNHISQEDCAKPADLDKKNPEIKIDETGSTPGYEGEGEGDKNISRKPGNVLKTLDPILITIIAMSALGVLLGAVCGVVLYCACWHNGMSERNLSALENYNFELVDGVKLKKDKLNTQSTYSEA
STEP inh = inhibitors of human striatal-enriched phosphatase STEP; AID 588621; P54829; recombinant STEP, OMFP fluorogenic substrate, fluorescence; 360,000 compounds, 0.25% hits; inhibition, % at 20 µM;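 active means inhibition at 20 µM, scaled per plate between control wells, above about 37%, limit read from the data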;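 further: 0% = DMSO with enzyme and substrate and 100% = substrate only without enzyme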
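Material: STEP (striatal-enriched tyrosine phosphatase) enzyme, cell-free; Compound dosing: 20 µM single dose in 1% DMSO; Technique: fluorescence read at 480 nm ex / 540 nm em; Times: reaction 20 min, ambient temperature; Medium: 50 mM Bis-Tris pH 6.0 with 2.5 mM DTT and 0.005% Tween 20; Also added: OMFP at 25 µM.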
Scp1 inh = Scp-1 (human) phosphatase inhibition | Q9GZU7 | Recombinant Scp1, phosphopeptide, malachite green phosphate absorbance | inhibition, % at 20 µM | 340,000 compounds, 0.88% hits;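 active means inhibition above about 50% at 20 µM, limit read from the data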;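 further: plate controls were DMSO wells with enzyme for no effect and wells lacking enzyme for full effect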
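Times: enzyme reaction 45 min at room temperature, colour 5 min, stabilisation 30 min. Material: SCP-1 catalytic fragment, aa 76-261. Medium: Acidic Tris acetate buffer with magnesium and detergent. Signal: colorimetric free-phosphate detection, absorbance 630 nm. Read-out basis: % inhibition of SCP-1 phosphate liberation. Reagent: Phosphorylated 17-residue peptide substrate.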
* marks the source's active call; other numbers are inactive results; i = inactive; / = no result given; + = active, no number.

Scp1 inh	NRP1-CendR mod	Rpn11 block	STEP inh	DNMT1 inh	SKN-1 block	NadD inh	LMPTP block	MT1-MMP act inh	SUMO1 PPI mod	smiles
4	7	i	2	4	5	-3	-1.9	4	3	O=C1/C(=C/c2ccc(F)cc2)SC(=S)N1N1CCOCC1
-1	-5	i	-4	5	-20	-1	-1.6	-1	4	CC1CC(C)CN(C(=O)Cn2c(=O)n(CCCCC(=O)NC3CCCC3)c(=O)c3ccccc32)C1 (stereo not drawn)
2	-5	i	-1	-8	33	28	1.0	-6	3	COc1ccc(-c2cc(-c3ccccc3)nc(-c3ccc4c(c3)NC(=O)CO4)c2)cc1
2	-29	/	-17	3	11	4	14	-146	-46	O=[N+]([O-])c1ccc(C[n+]2cccc3ccccc32)cc1
/	2	i	1	-2	10	-9	-0.2	3	0	CSCCC(c1nnnn1C(C)(C)C)N1CCN(C/C=C/c2ccccc2)CC1 (stereo not drawn)
4	-80	i	3	8	18	1	22	8	1	CNC(=O)c1ccsc1NC(=O)c1sc2ccccc2c1Cl
0	9	i	1	-12	3	3	1.6	-1	-1	Cc1cccc(Nc2nc(N)c([N+](=O)[O-])c(N3CCC(C)CC3)n2)c1
-8	6	i	6	1	2	3	1.0	-1	-8	O=C(Nc1cccc2ccccc12)N1CC=C(c2ccccc2)CC1
-6	3	i	2	-2	-1	-4	0.3	-1	-2	COc1ccc(NC(=O)C23CCC(C)(C(=O)C2)C3(C)C)cc1 (stereo not drawn)
1	3	i	-3	1	14	1	-1.7	4	-2	CCn1c(CNS(=O)(=O)c2ccc(Br)cc2)n[nH]c1=S
-8	-17	i	-5	2	0	-7	2.3	-13	3	O=C(Nc1nc(-c2ccc(F)c(F)c2)cs1)c1ccc(OCC2CCCO2)cc1 (stereo not drawn)
-5	1	i	0	6	8	7	-1.0	7	0	CC(=O)N1CCc2cc(S(=O)(=O)NCCC(=O)NC3CCCc4ccccc43)ccc21 (stereo not drawn)
9	0	i	3	-1	6	11	2.1	-5	2	Cc1ccc(-c2csc3ncnc(Nc4ccc(C(=O)O)cc4)c23)cc1
3	0	i	-1	-1	12	1	-0.2	4	0	COc1ccccc1NC(=O)C1CCN(c2ncnc3c2nc2n3CCCCC2)CC1
-2	1	i	0	-1	11	1	-0.6	1	2	COc1ccc(C(=O)OCC(=O)NC2CC2)cc1S(=O)(=O)N1CCOCC1
9	-30	i	4	0	6	12	0.7	-1	-3	Cc1cc(C)c2cc(CN(CCN3CCCC3)C(=O)Nc3ccc(F)cc3)c(=O)[nH]c2c1
1	9	i	0	-2	9	1	-0.8	1	-19	CCCNC(=O)C1CCN(S(=O)(=O)c2cccc3nonc23)CC1
/	9	i	-5	-1	2	-4	-1.3	2	-6	Cc1[nH]c(=O)[nH]c(=O)c1C=CC(=O)NC(CO)CS(=O)Cc1ccccc1 (stereo not drawn)
-8	4	i	2	6	-5	-6	0.2	2	6	CCc1nc(SCC(=O)O)c(C#N)c2c1CCCC2
-6	14	i	0	2	2	-3	0.4	-3	2	COc1cccc(C(=O)NCC2(c3ccc(OC)c(OC)c3)CCCC2)c1
2	-8	i	1	-11	4	3	2.0	-6	-6	COCCN1Cc2cc3cc(C)ccc3nc2SC1=Nc1cccc(OC)c1
-7	6	i	1	-8	13	-2	0.8	0	-2	CCOc1cc(C)c(S(=O)(=O)NC2CCCCC2)cc1C
-2	2	i	-1	4	4	3	-3.6	-1	4	O=C(Cc1ccccc1)NCCCNC(=O)Cc1ccccc1
-13	2	i	-1	-1	3	-12	1.6	2	-4	COc1ccc2c(c1)CCc1c(C(=O)NCc3ccco3)noc1-2
-4	-5	i	-2	5	1	3	-0.8	0	-2	O=C(NCCc1c[nH]c2ccccc12)C(=O)NCC(c1ccco1)N1CCN(c2ccc(F)cc2)CC1 (stereo not drawn)
-6	2	i	-1	-1	16	3	0.5	0	-20	Nc1nc(Sc2ccc(C(F)(F)F)cc2[N+](=O)[O-])n[nH]1
-1	10	i	0	2	10	-7	-1.9	0	7	O=C1NC(=Nc2ccccc2Cl)SC1(CO)CO
9	6	i	3	2	-1	2	0.6	0	2	O=C(NN1C(=O)c2ccccc2NC1c1ccccc1OCc1ccccc1)c1ccncc1 (stereo not drawn)
-13	-10	i	-2	0	-1	4	-1.4	2	-1	CCCn1nc(Oc2nc(NC(C)C)nc(N(C)C)n2)ccc1=O
-12	2	i	-2	0	0	-3	-0.9	0	1	COc1ccc(CN2CCCCCC2)cc1
7	-13	i	-1	0	-2	-1	-1.5	1	0	COc1ccc(-n2c(Cc3cc(=O)[nH]c(=O)[nH]3)nnc2SCC(=O)Nc2ccccc2)cc1
61*	-29	+	61*	52*	7	13	49	0	0	Cc1cc(C(=O)N/N=C/c2ccc(-c3cccc(Cl)c3Cl)o2)n[nH]1
3	11	i	-3	6	-4	-3	-2.4	-1	4	Cn1c(N)c(C(=O)COC(=O)CNS(=O)(=O)c2cccc(Cl)c2)c(=O)n(C)c1=O
-5	2	i	0	1	5	0	-0.2	5	2	CC(C)OCCCN(CC(O)c1ccccc1)CC(O)c1ccccc1 (stereo not drawn)
-1	-6	i	1	0	8	-2	0.1	2	-4	Cc1c(CC(=O)N[C@@H](C)C(=O)O)c(=O)oc2cc3c(cc12)CCC(C)(C)O3
5	8	i	-3	2	11	-1	-0.3	2	-2	Cc1cc(C(=O)COC(=O)C23CC4CC(CC(O)(C4)C2)C3)c(C)n1-c1c(C)n(C)n(-c2ccccc2)c1=O
-2	-3	i	0	-8	4	-8	0.4	4	3	Cc1cc2n(n1)C(c1ccc3c(c1)OCO3)Nc1c(C)cccc1-2 (stereo not drawn)
-4	-16	i	-3	-7	2	0	3.2	3	6	CN1OC[C@@H]2CN(Cc3ccc(Cl)cc3)[C@H](c3cccc(Br)c3)C[C@@H]21
0	5	i	-2	0	-5	-1	-3.8	-4	-1	COCCCNC(=S)NNC(=O)c1cc(C2CC2)nc2ccccc12
-5	13	i	0	1	-5	4	-0.9	-2	-1	Cc1cc(C)c(S(=O)(=O)N2CCN(C(=O)c3c(C)noc3C)CC2)c(C)c1
-4	-13	i	-2	3	4	1	2.6	2	-6	O=c1oc2ccccc2cc1-c1csc(NN=C2CCCC2)n1
/	-4	i	1	-2	-16	1	-0.2	-4	0	CN(C)c1ccc(CC(=O)N2CCCCC2c2cc(C(=O)Nc3cccc(C#N)c3)no2)cc1 (stereo not drawn)
-4	10	i	1	0	7	0	-0.1	4	-1	O=C(O)c1ccc(-c2nnc(-c3cccc(Br)c3)o2)cc1
-6	-7	i	1	-1	-3	-7	2.1	5	-4	COc1ccccc1C(=O)NCCC(=O)Nc1ccc(S(=O)(=O)N2CC(C)CC(C)C2)cc1 (stereo not drawn)
-4	4	i	3	-1	9	-1	-1.2	0	3	CC(C)NC(=O)CN(Cc1ccccc1)S(=O)(=O)c1ccccc1
-4	-5	i	-2	-2	6	-8	0.1	1	-21	CSc1ccccc1C(=O)Nc1cccc([N+](=O)[O-])c1
-8	-3	i	-3	0	-10	-4	-0.9	-2	-1	Cc1ccc(NC(=O)C2=C(C(=O)O)CCCC2)cc1Br
-4	12	i	2	-6	-18	2	0.2	5	-4	Cc1cc(C(=O)CSc2nc3ccccc3[nH]2)c(C)n1C
-5	-11	i	-1	26	6	2	0.1	3	9	Cc1cccc(CSc2ccc3nnc(-c4cccs4)n3n2)c1
1	5	i	-1	-2	9	0	0.7	-2	4	CCOC(=O)c1ccc(NC(=S)N2CCCC(C(=O)OCC)C2)cc1 (stereo not drawn)
-12	-13	i	-3	1	8	-6	0.6	6	1	Cc1ccc(S(=O)(=O)NCCCCCC(=O)Nc2cccc(C)c2)cc1
/	2	i	1	-2	-13	-3	0.3	2	1	CC1=C(C(=O)N2CCOCC2)CC(CC(=O)NC(c2ccccc2)c2ccccc2)C(=O)N1CCC1=CCCCC1 (stereo not drawn)
0	-2	i	-2	-1	1	-2	0.4	10	0	CC(C)(C)c1ccc(OCC(O)CS(=O)(=O)c2ccccn2)cc1 (stereo not drawn)
-7	23*	i	1	-1	5	-1	-1.5	7	0	O=C1C=C(NCc2ccco2)C2(CCCCC2)O1
-6	8	i	-1	-3	3	-1	1.0	3	-1	CC(C)(C)[C@H]1C=C(C(=O)Nc2ccccc2)O[C@@H](OCCCCO)C1
-6	10	i	-3	0	-8	-1	-1.0	6	2	COc1ccc(NC(=O)Nc2cc(F)ccc2C)cc1
-6	-2	i	0	4	11	-5	0.3	-2	-3	COc1ccc(S(=O)(=O)Nc2ccc3c(c2)CCC3)cc1
3	0	i	1	1	16	-7	-0.4	-7	-11	NC(=O)COc1ccc(C(=O)/C=C2/C(=O)Nc3ccccc32)cc1
-7	8	i	-2	-2	2	-3	-0.3	4	2	Nc1ncc(Br)cc1S(=O)(=O)NC1CCCCC1
-7	6	i	1	1	-9	-7	1.4	5	1	Cc1[nH]c(=O)[nH]c(=O)c1CSc1nnc(CCCCCNC(=O)OC(C)(C)C)o1
-17	-7	i	2	-2	4	-4	0.3	1	-3	O=C(C(NS(=O)(=O)c1cccs1)c1ccccc1)N1CCN(c2ccccc2F)CC1 (stereo not drawn)
9	-8	i	-2	8	-1	7	-1.7	0	8	O=C(Nc1ncn[nH]1)c1ccc(Cl)c(S(=O)(=O)Nc2ccc(Cl)cc2)c1
-2	-1	i	2	0	-5	-1	-0.3	4	-1	Nn1c(-c2ccccc2)nc2ccccc2c1=O
